Screening data deposited in PubChem by several laboratories.
Hep lipid drop: inhibitors of hepatocyte lipid droplet formation, primary screen, imaging, high-throughput imaging, BODIPY stain; 240,000 compounds, 0.4% hits; AML12 mouse hepatocytes, oleate lipid droplets; inhibition, % at 6.5 µM;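 active = lipid droplet intensity inhibited by at least 50%, with more than 500 cells counted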
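Assay system: AML12 mouse liver cells | Compound dosing: One dose, 6.5 µM compound | Read-out basis: Droplet intensity reduction, % inhibition | Measured by: Fluorescence imaging, 20x objective, two fields per well | Schedule: Overnight treatment with compound plus oleate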
T cell modulator: modulators of CD8 T cell-vesicle binding, primary screen, mouse 2C CD8+ T cells, flow cytometry; 330,000 compounds, 0.068% hits; calls only at 7 µM; 2C CD8+ T cell-vesicle binding; active compounds read low; AID 2052, 2009;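 active = response, share of CD8 T cells binding vesicles, and their 90th percentile fluorescence all below set limits, cut at about 80% in these data, passing the limit was not always enough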
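Read-out – percent CD8+ FL2 mean versus row control · System – murine 2C transgenic CD8+ T lymphocytes · Times – 1.5 h cell–vesicle binding at 37 °C, then 20 min icy labelling · Control set – naked vesicles low, QL9 vesicles with vehicle high · Detection – cytometric PE anti-B7-1 and Alexa647 anti-CD8 signals after 1% paraformaldehyde fixation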
Hep lipid drop cells 6.5 µM: second read-out of Hep lipid drop, no call of its own (marks repeat the call); cell count; measured here: cell count, cytotoxicity flag;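 cells counted across two imaged fields per well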
T cell modulator vesicle-bound %: second read-out of T cell modulator, no call of its own (marks repeat the call); double positive events, %; measured here: CD8+ vesicle-bound cell fraction;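 binding gate set so that unloaded-vesicle control wells show 10% double positive cells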
The depositor's hits bear a star; i = inactive. Some of the compounds tested; rates above refer to the full screens.

Sample of the layout (two entries):
structure,Hep lipid drop,Hep lipid drop cells 6.5 µM,T cell modulator,T cell modulator vesicle-bound %
CC(=O)c1ccc(NC(=O)C(C)OC(=O)C2CC(=O)N(c3ccc4c(c3)OCCO4)C2)cc1 (stereo unspecified),-6,780,i,12
NC(=O)c1c(NC(=O)c2ccccc2Cl)sc2c1CCC2,1,862,i,56

Results, from the start:
structure,Hep lipid drop,Hep lipid drop cells 6.5 µM,T cell modulator,T cell modulator vesicle-bound %
CC(=O)c1ccc(NC(=O)C(C)OC(=O)C2CC(=O)N(c3ccc4c(c3)OCCO4)C2)cc1 (stereo unspecified),-6,780,i,12
NC(=O)c1c(NC(=O)c2ccccc2Cl)sc2c1CCC2,1,862,i,56
Nc1nonc1-n1nnc(C(=O)N/N=C/c2ccccn2)c1CNc1ccccc1,-19,673,i,25
O=C(NCCNC(=O)c1ccccn1)c1ccc(Cl)cc1,-11,781,i,14
O=C(CCCN1C(=O)/C(=C/c2ccccc2)SC1=S)N1CCOCC1,-7,825,i,9
O=C(Nc1ccnn1C1CCN(Cc2ccccc2)CC1)C1CCCC1,0,825,i,62
COc1ccc(OC)c(NC(=O)c2ccc3c(c2)OCO3)c1,-4,864,i,56
Cc1ccc(S(=O)(=O)N2CCN(Cc3ccccc3)CC2)cc1,-18,800,i,54
Cc1ccc([N+](=O)[O-])cc1S(=O)(=O)Nc1ccc(OCC(=O)N2CCOCC2)cc1,-2,762,i,68
O=C(O)c1cc(NC(=O)c2ccc3c(c2)C(=O)N(Cc2cccnc2)C3=O)cc(C(=O)O)c1,9,823,i,28
Cc1ccc(C)c(S(=O)(=O)N2CCCOC2CNC(=O)C(=O)NCc2ccc3c(c2)OCO3)c1 (stereo unspecified),4,664,i,7
Cc1nc(C(C)NC(=O)c2ccc(OC3CCN(Cc4ccccn4)CC3)cc2)c(C)s1 (stereo unspecified),-12,753,i,19
CCN(c1cc(C)cc(C)c1)S(=O)(=O)c1nnc(NC(=O)C(C)C)s1,-9,835,i,29
Cc1cc2nsnc2c(S(=O)(=O)N2CCN(C)CC2)c1C,-1,820,i,30
CCN(CC)CCCNC(=O)c1oc2ccc3c(c2c1C)C(O)CC(C)(C)O3 (stereo unspecified),-3,816,i,30
COc1ccccc1N1CCN(C(=O)C(=O)c2cn(CC(=O)N3CCCC3)c3ccccc23)CC1,-1,863,i,64
CCc1sc(C(=O)NCCc2ccc(S(N)(=O)=O)cc2)cc1C,-2,845,i,39
COc1c(C)cc(C(=O)C2CCCN(C(=O)c3cc(C4CC4)[nH]n3)C2)cc1C (stereo unspecified),8,665,i,12
C=CCN1C(=NC(=O)COc2ccccc2)SC2CS(=O)(=O)CC21 (stereo unspecified),-6,670,i,8
COCCCNC(=O)C1CCC(=O)N(c2ccc3c(c2)OCO3)C1c1ccc(OC)cc1 (stereo unspecified),5,821,i,60
Cc1ccc(C(=O)NCC(=O)N2CCN(c3ccccc3)CC2)cc1,1,837,i,34
CCC1CCCCN1CCCNC(=O)CN1C(=O)c2cccnc2Oc2ccc(C)cc21 (stereo unspecified),-2,786,i,43
COc1cccc(-c2nc(CS(=O)(=O)CC(=O)NC3CCC(C)CC3)c(C)o2)c1 (stereo unspecified),-20,713,i,5
CC(C)c1ccc(NC(=O)[C@H]2CSCN2C(=O)[C@@H]2CCC(=O)N2)cc1,-10,720,i,22
CCNC(C(=O)c1c[nH]c2c(CC)cccc12)c1ccccc1 (stereo unspecified),-27,717,i,29
Cc1cc(F)ccc1NC(=O)c1cc(S(=O)(=O)N2CCCC2)cn1C,-1,784,i,25
CCOC(=O)CN1C(=O)C(=O)N(Cc2ccccc2)C1=O,-32,675,i,14
N#Cc1c(SCC(=O)Nc2nc3ccc(Br)cc3s2)sc2c(O)cc(=O)[nH]c12,11,726,i,45
COc1cc(Cl)ccc1OCc1cc(C(=O)N(C)C2CCOC2)no1 (stereo unspecified),1,648,i,63
CCC1CCCCN1CCCNC(=O)Cn1ncn2nc(-c3ccc(OC)cc3)cc2c1=O (stereo unspecified),-7,698,i,44
CC1CCN(C(=O)Cn2nnc(-c3ccc([N+](=O)[O-])cc3)n2)CC1,-6,761,i,64
CCOC(=O)N1CCN(C(=O)c2noc3c2COc2ccccc2-3)CC1,-3,708,i,32
Cc1ccc(OCc2cc(C(=O)NC(C)Cc3cccc(C)n3)no2)cn1 (stereo unspecified),2,690,i,29
COc1ccc(-c2nc(CS(=O)CC(=O)NC3CCCCC3)c(C)o2)cc1 (stereo unspecified),-1,644,i,2
COc1ccc(CNC(=O)C/C(C)=N/NC(=O)c2ccccc2OC)cc1,-3,770,i,34
CC(=O)c1cccc(NC(=O)Cn2cnc(S(=O)(=O)N3CCc4ccccc43)c2)c1,-18,693,i,40
COc1ccc(CN2CC(=O)N(c3cccc(Cl)c3)C2=S)cc1OC,-1,692,i,40
COc1ccc(CCC(=O)NNC(=O)Nc2ccc(C(C)C)cc2)cc1,-8,833,i,54
O=C(O)CCN1C(=O)/C(=C2\C(=O)N(Cc3ccc(F)cc3)c3ccccc32)SC1=S,-6,718,i,32
CCC(=O)N1CCc2cc(-c3csc(NC(=O)c4ccco4)n3)ccc21,5,732,i,32

3 compounds out of the list above, ordered by the value under T cell modulator vesicle-bound %, highest first:
| SMILES | T cell modulator vesicle-bound % |
| --- | --- |
| CCC1CCCCN1CCCNC(=O)Cn1ncn2nc(-c3ccc(OC)cc3)cc2c1=O (stereo unspecified) | 44 |
| CCC(=O)N1CCc2cc(-c3csc(NC(=O)c4ccco4)n3)ccc21 | 32 |
| CC(C)c1ccc(NC(=O)[C@H]2CSCN2C(=O)[C@@H]2CCC(=O)N2)cc1 | 22 |

Remaining list, next part.
structure,Hep lipid drop,Hep lipid drop cells 6.5 µM,T cell modulator,T cell modulator vesicle-bound %
O=C(N/N=C/c1ccc(C(=O)O)cc1)C(=O)N1CCCCCC1,-17,650,i,18
C=CCNc1nc(-c2c(C)nc3ncccn23)cs1,0,805,i,52
O=C(Nc1ccc(N2CCCC2)cc1)c1cccc(Cl)c1,4,824,i,26
CCOc1ccc(C(NC(=O)CC)c2c(O)ccc3ccccc23)cc1 (stereo unspecified),-31,836,i,18
Cc1onc(-c2ccccc2Cl)c1C(=O)N1CCCC1,12,825,i,42
O=C(c1ccc(S(=O)(=O)N2CCCC2)cc1)N1CCN(c2ccccc2F)CC1,-10,828,i,32
COc1ccc(CNC(=O)CN(C(=O)CCC(=O)Nc2ccccn2)c2ccc3c(c2)OCO3)cc1,10,872,i,41
O=C(Nc1ccc(F)cc1)c1cccc2c1C(=O)N(CC1CCCO1)C2 (stereo unspecified),1,740,i,29
O=C(COc1ccccc1)NS(=O)(=O)c1ccccc1,-6,806,i,39
Cc1ccc(NS(=O)(=O)c2cc(-c3cc(C)no3)ccc2C(C)C)nc1,2,712,i,36
CCOC(=O)c1c(S(=O)(=O)N2CCCCC2C)c(C)n(C)c1C (stereo unspecified),-4,686,i,36
COc1ccc(-c2coc3c(CN4CCCCC4C)c(O)ccc3c2=O)cc1 (stereo unspecified),4,836,i,28
COc1ccc(CCNS(=O)(=O)c2cccc([N+](=O)[O-])c2)cc1,-2,834,i,69
Cc1ccccc1NC(=O)NCCCN1CCN(C)CC1,6,864,i,17
COc1ccccc1NC(=O)CN1CCOCC1,10,829,i,54
Cc1ccc(NC(=O)n2ncc3c(C)cccc32)cc1F,-5,853,i,60
CCOc1ccc(NC(=O)CSc2nnc(Cc3csc(C)n3)o2)cc1,6,832,i,25
CCCn1c(=O)c2ccccc2n2c(SC(C)C(N)=O)nnc12 (stereo unspecified),-4,829,i,35
Cc1cc(N2CCN(C)CC2)nc2ccc(NC(=O)CCC3CCCC3)cc12,-17,687,i,26
COCC1CCN(C(=O)C2CCC(=O)N(Cc3cccc(F)c3)C2)CC1 (stereo unspecified),2,843,i,62
COc1ccc(OCC(=O)NC(=S)Nc2ccc(S(=O)(=O)Nc3cc(C)on3)cc2)cc1,-1,805,i,5
COc1cc(CCC(=O)OCC(=O)Nc2ccc3c(c2)OCO3)cc(OC)c1OC,33,759,i,22
CC(=O)Nc1ccc(S(=O)(=O)N2CCN(CCc3ccccc3)CC2)cc1,-8,774,i,65
CCCCc1nc(C(N)=O)c2[nH]c(=O)n(-c3ccc(OC)c(OC)c3)c2n1,5,697,i,52
CCN(CC)C(=O)Cn1cc(S(=O)(=O)CC(=O)Nc2ccc(OC)c(OC)c2)c2ccccc21,-2,601,i,27
Cc1c(C(=O)N2CCCC2)oc2ccc(Br)cc12,6,696,i,2
CC(=O)N1CCCc2cc(S(=O)(=O)N3CCCC(C(=O)N4CCN(c5cc(C)ccc5C)CC4)C3)ccc21 (stereo unspecified),-17,653,i,18
Cc1cccn2c(=O)c3cc(C(=O)NCCc4ccccc4)sc3nc12,5,769,i,26
COc1cccc(NS(=O)(=O)c2cc3[nH]c(=O)c(=O)[nH]c3cc2C)c1,-18,607,i,42
CN(C)CCN(C(=O)c1cccc(N2C(=O)CCC2=O)c1)c1nc2ccc(Br)cc2s1,-16,795,i,69
CN1CCN(C(=O)CSc2nc3c(c(=O)n(C)c(=O)n3C)n2C)CC1,-8,798,i,39
Cc1ccc(N(CC(=O)NC(C)C)C(=O)CCC(=O)Nc2ccccn2)cc1,-5,837,i,50
COC(=O)c1cc(N2C(=O)C3C4C=CC(CC4)C3C2=O)ccc1Cl (stereo unspecified),7,836,i,61
O=C(c1cc(COc2ccc(F)cc2Cl)on1)N1CCc2sccc2C1,1,612,i,25
CC(C)(CNC(=O)c1cc(Cl)c(O)c(Cl)c1)N1CCCCC1,-20,787,i,23
O=C(c1cc(-c2ccc(O)cc2)on1)N1CCCC1,-1,811,i,43
C=CCNC(=O)/C(C#N)=C/c1c(N2CCN(c3cccc(Cl)c3)CC2)nc2c(C)cccn2c1=O,-3,835,i,35
Cc1cc(=O)n(C(C)(C)C)c(=O)n1Cc1ccccc1,-13,820,i,20
COc1cc(C(=O)Nc2sc3c(c2C(=O)O)CCC(C)C3)cc(OC)c1OC (stereo unspecified),9,828,i,48
COc1cc(C(=O)N[C@@H](Cc2c[nH]c3ccccc23)C(=O)O)cc(OC)c1OC,0,810,i,34

Of the compounds above, 5 have a COOH group:
structure,Hep lipid drop,Hep lipid drop cells 6.5 µM,T cell modulator,T cell modulator vesicle-bound %
O=C(O)c1cc(NC(=O)c2ccc3c(c2)C(=O)N(Cc2cccnc2)C3=O)cc(C(=O)O)c1,9,823,i,28
O=C(O)CCN1C(=O)/C(=C2\C(=O)N(Cc3ccc(F)cc3)c3ccccc32)SC1=S,-6,718,i,32
O=C(N/N=C/c1ccc(C(=O)O)cc1)C(=O)N1CCCCCC1,-17,650,i,18
COc1cc(C(=O)Nc2sc3c(c2C(=O)O)CCC(C)C3)cc(OC)c1OC (stereo unspecified),9,828,i,48
COc1cc(C(=O)N[C@@H](Cc2c[nH]c3ccccc23)C(=O)O)cc(OC)c1OC,0,810,i,34

(continued)
structure,Hep lipid drop,Hep lipid drop cells 6.5 µM,T cell modulator,T cell modulator vesicle-bound %
CCc1nnc(NC(=O)CS(=O)(=O)Cc2ccccc2)s1,-3,765,i,36
Nc1ccc2c(c1)C(=O)N(c1cccc3ccccc13)C2=O,-3,804,i,65
CC[N+](C)(CC)CCC(c1ccccc1)C1CCCCC1 (stereo unspecified),1,758,i,60
CC(/C=N/NC(=O)c1nnn(-c2nonc2N)c1C(C)C)=C\c1ccccc1,14,736,i,34
O=C(NCCCN1CCOCC1)c1ccc2c(=O)n(Cc3ccccc3)c(=S)[nH]c2c1,-3,758,i,49
N/C(=N\S(=O)(=O)c1cccs1)c1ccccc1Cl,-3,667,i,36
Cc1ccc(-c2nc3ccccc3nc2-c2ccccc2)cc1,-8,839,i,54
Cc1ccc(NS(=O)(=O)c2ccc3c(c2)CC(=O)N3)cc1C,-11,789,i,60
CCOc1ccccc1NC(=O)C1CCC(=O)N1S(=O)(=O)c1ccc(C)cc1 (stereo unspecified),-1,750,i,7
O=C(Nc1cccnc1)c1cc2cc(Br)ccc2o1,-15,743,i,7
Cc1ccccc1N1CCN(C2CCCN(C(=O)c3cnsn3)C2)CC1 (stereo unspecified),-4,743,i,18
Cc1cc(N2CCOCC2)n2ncc(-c3ccccc3Cl)c2n1,26,763,i,26
Cc1cc(C)cc(NC(=O)C2CCCN2S(=O)(=O)c2cccc3cccnc23)c1 (stereo unspecified),0,778,i,8
CS(=O)(=O)Cc1cccc(C(=O)NN(c2ccccc2)c2ccccc2)c1,25,825,i,23
COC(=O)c1ccc(C[n+]2ccccc2)cc1,0,779,i,17
CN(C1CCCCC1)C(CNS(=O)(=O)c1ccc(Cl)cc1)c1ccccc1 (stereo unspecified),-5,705,i,18
CCCCN(C(=O)c1ccccc1F)c1c(N)n(CCC)c(=O)[nH]c1=O,-4,759,i,23
O=C(NC1CC2CCCC(C1)N2Cc1ccccc1)c1cccc(Cl)c1 (stereo unspecified),0,791,i,42
Cc1ccc(NS(=O)(=O)c2coc(C(N)=O)c2)cc1F,-21,737,i,43
COc1cc(-c2nnc(SCC(=O)O)n2-c2ccccc2)cc(OC)c1OC,-4,779,i,18
